PPARg SRC1 recr – PPARgamma-driven SRC-1 recruitment agonism; P37231; PPARgamma-SRC-1 coactivator recruitment biochemical assay; activation, % at 8 µM; 200,000 tested, 0.41% active; AID 631; in the data active = activation above about 19%;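 also: 0% = DMSO and 100% = reference agonist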
Target sequence (P37231 whole entry, looked up): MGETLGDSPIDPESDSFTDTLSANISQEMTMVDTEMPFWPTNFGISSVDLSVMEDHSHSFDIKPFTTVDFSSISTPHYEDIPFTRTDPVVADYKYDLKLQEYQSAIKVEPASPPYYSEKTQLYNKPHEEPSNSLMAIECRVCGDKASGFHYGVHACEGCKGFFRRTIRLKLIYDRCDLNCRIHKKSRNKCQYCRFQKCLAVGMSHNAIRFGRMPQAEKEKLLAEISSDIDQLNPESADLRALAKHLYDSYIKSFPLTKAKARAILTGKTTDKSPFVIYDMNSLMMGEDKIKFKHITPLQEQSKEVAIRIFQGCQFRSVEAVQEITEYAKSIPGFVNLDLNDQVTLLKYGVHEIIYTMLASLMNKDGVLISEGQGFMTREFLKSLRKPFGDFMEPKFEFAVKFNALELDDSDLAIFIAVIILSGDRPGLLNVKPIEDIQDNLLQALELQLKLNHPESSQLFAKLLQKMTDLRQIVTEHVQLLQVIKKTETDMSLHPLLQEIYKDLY
bIAP inh – blocks bovine intestinal alkaline phosphatase activity | purified bovine IAP, CDP-star luminescence, 30 min | inhibition, % at 20 µM | 190,000 tested, under 10 active;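 active = over 50% inhibition of intestinal alkaline phosphatase at 20 µM in the single-dose screen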
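System: Purified bovine intestinal alkaline phosphatase (IAP) enzyme | Input: IAP diluted 1/65,000,000 in the well | Also added: CDP-star chemiluminescent phosphatase substrate, 30 µM final | Dosing: 20 µM single dose | Times: Enzyme reaction for 30 min at room temperature | Detection: Luminescence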
STAT3 inh – STAT3 signaling inhibition | inhibition, % at 5.5 µM | U3A cells, IL-6 STAT3-luciferase reporter, luminescence; host cell line lacks STAT1 | AID 862 | 190,000 tested, 0.89% active;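 active = inhibition above the mean inhibition across all screened compounds plus 3 SD, cut at about 44% in these data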;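 also: 0% = DMSO only wells and 100% = 100 µM nifuroxazide control wells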
TNAP act hiacc – TNAP (human) activation, high acceptor; 200,000 tested, under 10 active; AID 1136; purified TNAP, CDP-star luminescence, 1 M DEA, 30 min; hits give high values; 0 = EDTA background, 1 = DMSO-only activity; P05186; activation factor at 20 µM;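 active = activation factor at least 2 at 20 µM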
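Assay system: human TNAP; Input: enzyme diluted 1/800 final; Reagent: CDP-star luminogenic substrate at 100 µM final; Timing: 30 min, room temperature; Signal: luminescence; Evaluation: TNAP activation factor scaled between EDTA and DMSO control wells.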
ROMK mod – modulators of human ROMK potassium channel | P48048 | Tet-inducible ROMK, thallium flux fluorescence; actives lie on both sides | B-score at 10 µM | 130,000 tested, 2% active | AID 1918;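 active = signal ratio slope over the read window, or its plate-corrected B-score, at least 3 SD from the plate mean, either direction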;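 also: B-score of the F/F0 ratio slope over 7 to 12 s after thallium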
Target sequence (P48048 whole entry, looked up): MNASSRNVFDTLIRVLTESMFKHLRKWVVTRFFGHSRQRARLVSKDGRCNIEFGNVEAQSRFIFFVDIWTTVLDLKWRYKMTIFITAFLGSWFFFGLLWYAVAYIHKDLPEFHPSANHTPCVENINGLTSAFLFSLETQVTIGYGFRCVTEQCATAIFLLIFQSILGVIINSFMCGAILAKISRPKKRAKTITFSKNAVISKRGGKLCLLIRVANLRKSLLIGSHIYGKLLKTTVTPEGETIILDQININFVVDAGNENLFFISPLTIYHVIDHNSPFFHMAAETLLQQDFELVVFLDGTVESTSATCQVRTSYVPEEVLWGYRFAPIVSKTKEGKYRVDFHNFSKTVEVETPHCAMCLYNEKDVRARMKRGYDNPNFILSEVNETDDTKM
STAT3 activator – STAT3 signaling activation; U3A cells, IL-6 STAT3-luciferase reporter, luminescence; 100% = signal with IL-6 EC80 alone; activation (% of control), % at 5.6 µM; 190,000 tested, 0.91% active; AID 871;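 active = activation above the screen-wide mean of compound activation plus 3 SD, cut at about 130% in these data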;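 also: 0% = background luminescence of wells with medium and substrate only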
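Detection: reporter luminescence signal / Assay system: STAT1-lacking human U3A cells, STAT3 luciferase reporter / Incubation: compound pre-incubation 1 h before IL-6, then 6 h stimulation at 37 °C / Control set: IL-6-only high control / Read-out: % activation relative to IL-6 control / Probe or stimulus: Interleukin-6, 33 ng/mL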
TR-FRET SRC-2 ct – flags TR-FRET format artefacts in PPARgamma SRC-2 recruitment agonist screen; TR-FRET ratio at 8 µM; TR-FRET artefact counter-screen; hits give high values; AID 1049; 200,000 tested, 0.4% active; in the data active = TR-FRET ratio above about 2000; also: inactives centre near 1500
STAT1 inh – STAT1 signaling inhibition; AID 920; 200,000 tested, 0.35% active; inhibition, % at 5.5 µM; NIH 3T3 STAT1-luciferase reporter, IFN-gamma, luminescence;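 active = inhibition above a set limit, the mean inhibition across all tested compounds plus 3 SD, cut at about 34% in these data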;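 also: 0% = IFN-gamma with DMSO and 100% = IFN-gamma with 300 µM nifuroxazide; values of inactives mirror those of a sister screen read the other way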
bIAP activator – intestinal alkaline phosphatase (bovine) activation; purified bovine IAP, CDP-star luminescence, 30 min; hits give high values; fold of DMSO-control signal, blank-subtracted; activation factor at 20 µM; 200,000 tested, 0.17% active;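 active = activation factor of 2 or more at 20 µM, a signal rise over negative controls twice the positive control's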
PPARg SRC2 recr – promotes SRC-2 coactivator recruitment by human PPARgamma; P37231; PPARgamma LBD-SRC-2 recruitment, biochemical; activation, % at 8 µM; 200,000 tested, 0.34% active; AID 1032; in the data active = activation above about 22%;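 also: 0% = vehicle and 100% = reference agonist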
PPARg SRC-3 ag – promotes SRC-3 coactivator recruitment by human PPARgamma | activation, % at 8 µM | AID 731 | P37231 | 200,000 tested, 0.26% active | biochemical PPARgamma/SRC-3 coactivator recruitment assay; in the data active = activation above about 23%;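 also: 0% = DMSO and 100% = reference agonist; some compounds past the cut are filed as inactive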
The depositor's hits bear a star; x = not tested or not shown.

SMILES	PPARg SRC1 recr	bIAP inh	STAT3 inh	TNAP act hiacc	ROMK mod	STAT3 activator	TR-FRET SRC-2 ct	STAT1 inh	bIAP activator	PPARg SRC2 recr	PPARg SRC-3 ag
O=C(NN=C1c2ccccc2-c2ccccc21)c1ccccc1Br	5	5	31	1	x	82	1607	8	0.9	0	2
N#CCC(=O)NN=C1CCCCCCCCCCC1	4	-8	9	1	-0.54	99	1539	2	1.1	5	4
CCCC(=O)C1=C(c2ccccc2)C(C#N)(C#N)C(C#N)=C1N	-4	8	-4	1	x	108	1492	0	0.9	3	2
CCC(=O)N1CCc2cc(Br)cc(S(=O)(=O)Nc3c(C)n(C)n(-c4ccccc4)c3=O)c21	0	3	6	1	-0.036	106	1726	-4	1	3	5
CCc1nnc(N/N=C/c2c(Cl)cccc2Cl)n1N	0	-4	23	1.1	-0.26	85	1456	-4	1	9	5
Cc1ccc2nc(-c3ccccc3)cc(C(=O)NCCCn3ccnc3)c2c1	7	2	0	1	x	100	1503	3	1	-1	5
Cc1c(C(=O)N2CCCCC2)sc(N)c1C#N	5	2	6	1	x	101	1607	-2	1	1	1
COc1ccc(CNCc2ccco2)cc1OCc1ccccc1	6	-10	7	1	x	102	1552	-13	1.1	-2	-4
CSc1nc(-c2ccccc2)ccc1C(N)=O	4	7	11	0.9	x	93	1491	-9	0.9	7	3
CC1Cc2ccccc2N1C(=O)COC(=O)c1ccc(Cl)nc1 (centres undefined)	-4	-10	11	1	-1	96	1672	8	1.1	8	-2
Cc1cc(=O)oc2cc(OCC3CC(c4ccc(N(C)C)cc4)=NO3)ccc12 (centres undefined)	11	3	0	1	x	103	1706	-8	1	-2	3
FC(F)(F)c1ccc(N=Cc2sc(N3CCOCC3)nc2-c2ccccc2)cc1	0	-3	0	0.9	x	99	1708	-5	1	2	2
O=C(N1CCN(Cc2ccccc2)CC1)C(Cl)(Cl)Cl	-5	16	12	1	-0.88	91	1485	0	0.8	-1	0
CC1CN(C2CCN(S(=O)(=O)c3ccc(F)cc3)CC2)CC(C)O1 (centres undefined)	-4	0	-3	1	1.1	103	1440	0	1	1	-1
Cc1c(/C(O)=C2\C(=O)C(=O)N(CCN(C)C)C2c2cccnc2)cnn1-c1ccccc1 (centres undefined)	-2	5	5	1	-0.53	102	1531	-1	1	-4	2
CCC(C)(C)n1nnnc1C(c1ccccn1)N1CCN(c2cccc(OC)c2)CC1 (centres undefined)	-3	17	-6	1	-0.085	108	1451	-3	0.8	-6	-1
COC(=O)C(CC(C)C)NC(=O)/C=C/c1ccc(Cl)cc1 (centres undefined)	-7	5	0	1	0.87	103	1521	5	0.9	-6	2
COc1cc2[nH]c(=O)n(CCC(=O)NC3CCN(Cc4ccccc4)CC3)c(=O)c2cc1OC	3	-10	11	1	-0.069	95	1429	8	1.1	4	6
CCOC(=O)CSc1cc(=O)n(C)c2cc(Cl)ccc12	77*	8	5	1	x	99	3535*	4	0.9	68*	97*
O=C(O)c1c[nH]c2ccc(F)cc2c1=O	11	-12	5	1	-0.42	97	1434	-3	1.1	0	6
O=C(CCSc1ccc(Cl)cc1)N1CCN(c2ncccn2)CC1	4	-5	-12	1.1	-0.28	111	1412	-23	1	-2	3
C=C(C)COc1ccc(-c2nc(N)ncc2Oc2ccccc2OCC)c(O)c1	0	5	-12	1	x	112	1466	-6	0.9	-3	-4
C=CCNC(=O)c1ccc(N(CC=C)S(C)(=O)=O)cc1	3	10	2	1	0.4	101	1438	0	0.9	0	9
CS(=O)(=O)N1CCCC(C(=O)NC2CCCCCCC2)C1 (centres undefined)	-2	-2	4	1	x	102	1457	0	1	0	-4
CC1=NN(Cc2ccccc2)C(=O)C1	5	4	2	1	0.28	98	1514	0	1	10	-2
(next part)
SMILES	PPARg SRC1 recr	bIAP inh	STAT3 inh	TNAP act hiacc	ROMK mod	STAT3 activator	TR-FRET SRC-2 ct	STAT1 inh	bIAP activator	PPARg SRC2 recr	PPARg SRC-3 ag
O=S(=O)(c1cc(Cl)ccc1Cl)N1CCN(Cc2ccc3c(c2)OCO3)CC1	4	-3	10	1	x	99	1485	8	1	-3	4
Cc1ccc(NC(=O)c2ccc(NCCCN3CCOCC3)c([N+](=O)[O-])c2)cc1Cl	2	15	-6	0.9	-0.26	108	1444	4	0.8	-6	-4
COc1cccc(Oc2cn[nH]c2-c2ccc(OC)cc2O)c1	-2	20	0	1.1	0.85	102	1506	-11	0.8	5	-2
O=C(O)CSc1nnnn1-c1ccc2c(c1)OCCO2	5	3	2	1	0.58	96	1394	-5	1	4	-3
Cc1cc(C)c(C)c(S(=O)(=O)N2CCNCC2)c1C	7	7	7	1.1	-0.62	96	1733	-1	0.9	11	6
CCc1ccccc1NCC(=O)Nc1ccccc1C(=O)OC	3	-3	5	1	x	92	1440	0	1	3	1
Cc1cc(C)cc(N(CC(=O)N/N=C/c2ccncc2)S(=O)(=O)c2ccccc2)c1	-6	18	-9	1	-0.47	106	1445	8	0.8	-2	-3
N#CCC(=O)Nc1ccc(C(F)(F)F)cc1N1CCOCC1	2	5	4	1	0.59	98	1544	2	1	0	1
COc1ccc(-n2cccc2/C=C/[N+](=O)[O-])cc1	2	15	-5	1	-5.5*	102	1554	24	0.9	8	4
O=C(O)[C@@H]1CCCN1c1ncnc2sc3c(c12)CCC3	10	0	6	1	x	98	1536	5	1	-5	0
CCN1CCN(C(=O)Cn2cnc3sc(C)c(S(=O)(=O)N4CCN(c5ncccn5)CC4)c3c2=O)CC1	12	-11	2	1	0.041	99	1575	0	1.1	-4	-2
CCOC(=O)CN1C(=O)C(Sc2n[nH]c(-c3cccc(C)c3)n2)CCc2ccccc21 (centres undefined)	3	-10	6	1.1	-1.3	99	1564	5	1.1	1	-1
CCCn1c(=O)c(Cc2ccccc2)c(O)c2ccccc21	6	-1	16	1.1	x	92	1465	-3	1	1	-1
CS(=O)(=O)N1CCC(c2noc(-c3ccc(C(F)(F)F)cc3)n2)CC1	-4	2	13	1	x	94	1503	1	1	4	-2
Cc1cc(C)cc(Oc2coc3cc(OC(=O)c4cccs4)ccc3c2=O)c1	-2	6	5	1	0.95	102	1522	-3	0.9	11	1
Cc1cccc(-c2noc(CN(C(=O)CCc3ccccc3)C(C)C)n2)c1	-2	3	1	1	-1	102	1598	-2	1	-1	2
COc1ccc(CCNC(=S)Nc2cc(C)cc(C)c2)cc1	2	28	-3	1	0	104	1624	2	0.7	6	-4
CN(C)c1ccc(/C=N/NC(=O)c2ccc(CN3CCOCC3)cc2)cc1Br	-6	-19	10	1	0.58	93	1531	-9	1.2	4	3
O=C(N/N=C/c1cccc(F)c1)c1csc2c1CCCC2	-6	9	-2	1	x	102	1435	-48	0.9	0	-11
CCOC(=O)C(=O)NC(C)CCc1ccccc1 (centres undefined)	-7	7	0	1	0.36	101	1522	5	0.9	10	-4
COc1ccccc1C(=O)NCC(=O)N/N=C/c1cc(Br)ccc1OC(=O)/C=C\c1ccco1	7	x	15	1	0.78	89	1555	4	0.5	3	4
Cc1ccc(-c2nc3sc(C(N)=O)c(N)c3c3c2CCCC3)cc1	10	4	8	1.1	-1.8	95	1843	1	1	13	6
CCCCN(C)C(=O)c1cn(CC)c2nc(C)ccc2c1=O	-1	-11	7	1	x	97	1524	0	1.1	0	-3
CC1OC(Nc2cccc3ccccc23)C(O)C(O)C1O (centres undefined)	-2	3	-14	1.1	x	115	1625	5	1	-2	-2
Cc1ccc(S(=O)(=O)N/N=C/C(C)(C)CO)cc1	0	6	8	1	x	101	1379	-2	0.9	-4	-9

Some of the entries so far, with each value named.
> Cc1ccc(S(=O)(=O)N/N=C/C(C)(C)CO)cc1
- PPARg SRC1 recr: 0
- bIAP inh: 6
- STAT3 inh: 8
- TNAP act hiacc: 1
- ROMK mod: x
- STAT3 activator: 101
- TR-FRET SRC-2 ct: 1379
- STAT1 inh: -2
- bIAP activator: 0.9
- PPARg SRC2 recr: -4
- PPARg SRC-3 ag: -9

> O=C(O)CSc1nnnn1-c1ccc2c(c1)OCCO2
- PPARg SRC1 recr: 5
- bIAP inh: 3
- STAT3 inh: 2
- TNAP act hiacc: 1
- ROMK mod: 0.58
- STAT3 activator: 96
- TR-FRET SRC-2 ct: 1394
- STAT1 inh: -5
- bIAP activator: 1
- PPARg SRC2 recr: 4
- PPARg SRC-3 ag: -3

(continued)
SMILES	PPARg SRC1 recr	bIAP inh	STAT3 inh	TNAP act hiacc	ROMK mod	STAT3 activator	TR-FRET SRC-2 ct	STAT1 inh	bIAP activator	PPARg SRC2 recr	PPARg SRC-3 ag
CCCS(=O)(=O)NCc1ccc2c(c1)cc(C)n2C	12	3	-1	1	-0.61	104	1505	-6	1	0	0
COC(=O)c1ccccc1OCCN1CCCCCC1	-8	-5	-6	1	0.54	109	1531	3	1.1	-1	-4
O=C(NCCc1cn2ccsc2n1)c1cccs1	-8	-6	3	1	x	105	1591	-4	1.1	-5	1
COCCCNC(=O)c1cccs1	0	18	2	1.1	x	100	1631	6	0.8	5	-3
CC(C)NC(=O)Cn1c(=O)c2c(ncn2Cc2ccccc2)n(Cc2ccccc2)c1=O	5	15	-1	1	0.66	99	1575	0	0.8	12	10
CC(C)c1ccccc1NC(=O)c1ccccc1NC(=O)C1CCCCC1	-4	-7	5	1.1	1.5	99	1404	-4	1.1	0	-2
Cc1ccc(Cn2c(=O)c3c(nc4n3CCCN4Cc3ccccc3)n(C)c2=O)cc1	3	-5	-2	1.1	x	105	1382	-5	1.1	1	15

Arranged by the number under bIAP inh (lowest first): 6 of the compounds above
Structure	PPARg SRC1 recr	bIAP inh	TNAP act hiacc	ROMK mod	STAT3 activator	STAT1 inh	bIAP activator	PPARg SRC2 recr	PPARg SRC-3 ag
CC(C)c1ccccc1NC(=O)c1ccccc1NC(=O)C1CCCCC1	-4	-7	1.1	1.5	99	-4	1.1	0	-2
O=C(NCCc1cn2ccsc2n1)c1cccs1	-8	-6	1	x	105	-4	1.1	-5	1
Cc1ccc(Cn2c(=O)c3c(nc4n3CCCN4Cc3ccccc3)n(C)c2=O)cc1	3	-5	1.1	x	105	-5	1.1	1	15
CCCS(=O)(=O)NCc1ccc2c(c1)cc(C)n2C	12	3	1	-0.61	104	-6	1	0	0
CC(C)NC(=O)Cn1c(=O)c2c(ncn2Cc2ccccc2)n(Cc2ccccc2)c1=O	5	15	1	0.66	99	0	0.8	12	10
COCCCNC(=O)c1cccs1	0	18	1.1	x	100	6	0.8	5	-3

Assay outcomes as filed in PubChem BioAssay.
